Screening data: PubChem, several laboratories
TNAP act hi DEA: TNAP (human) activation, high acceptor. activation factor at 20 µM. AID 1136. P05186. 200,000 tested, under 10 active. purified TNAP, CDP-star luminescence, 1 M DEA, 30 min; hits give high values; 0 = EDTA background, 1 = DMSO-only activity;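 active = activation factor at least 2 at 20 µM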
Target sequence (P05186 whole entry, looked up): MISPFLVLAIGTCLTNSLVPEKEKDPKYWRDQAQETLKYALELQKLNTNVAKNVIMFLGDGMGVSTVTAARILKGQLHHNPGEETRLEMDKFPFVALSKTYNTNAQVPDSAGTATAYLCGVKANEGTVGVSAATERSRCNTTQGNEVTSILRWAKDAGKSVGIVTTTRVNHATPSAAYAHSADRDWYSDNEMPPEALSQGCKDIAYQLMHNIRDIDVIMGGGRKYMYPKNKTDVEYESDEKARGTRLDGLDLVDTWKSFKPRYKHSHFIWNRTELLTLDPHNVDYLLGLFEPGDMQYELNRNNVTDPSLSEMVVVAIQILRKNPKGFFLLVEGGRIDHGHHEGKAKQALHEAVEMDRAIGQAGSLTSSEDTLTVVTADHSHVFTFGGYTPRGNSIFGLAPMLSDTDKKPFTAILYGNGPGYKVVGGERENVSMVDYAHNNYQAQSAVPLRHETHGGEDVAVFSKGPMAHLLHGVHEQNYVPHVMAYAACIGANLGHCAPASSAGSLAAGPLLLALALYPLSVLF
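Control set: EDTA negative control, DMSO positive control / Assay system: human TNAP / Quantity: TNAP 1/800 final / Evaluation: TNAP activation factor scaled between EDTA and DMSO control wells / Measured by: luminescent substrate turnover signal / Compound dosing: one dose, 20 µM / Times: 30 min enzyme reaction at room temperature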
FLuc stim CS: firefly luciferase counter-screen for stimulation assays; 200,000 tested, under 10 active; activation factor at 10 µM; P08659; ATPlite luciferase biochemical, luminescence, 10 min; 0 = ATP-free wells, 1 = DMSO control; AID 1027;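 active = luciferase activation factor, scaled between plate controls, of at least 2 with compound at 10 µM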
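Material: luciferase plus luciferin reagent, cell-free. Medium: PBS buffer for ATP. Also added: ATP substrate, dispensed from a 10.24 µM working solution in PBS. Doses: test compounds dosed from 2 mM stocks in 100% DMSO. Incubation: 10 min post-reagent at room temperature. Technique: light output (luminescence). Read-out basis: luminescence gain marking luciferase activators.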
Efa HMGR inh: E. faecalis class II HMG-CoA reductase inhibition; purified E. faecalis HMGR, NADPH absorbance 340 nm kinetic; inhibition, % at 10 µM; 190,000 tested, 0.41% active; AID 1066;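 active = inhibition above a set limit, the median over all tested compounds plus 3 SD, cut at about 9.5% in these data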;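 note: enzyme runs in reverse so mevalonate oxidation gives rising NADPH absorbance; 0% = complete reaction with DMSO and 100% = background rate lacking mevalonate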
Diaphorase inh: diaphorase inhibition or chemical oxidation counter-screen. 190,000 tested, 0.69% active. inhibition, % at 20 µM. diaphorase resazurin-to-resorufin fluorescence, NADH, 16 min; bacterial (C. kluyveri) enzyme, not human;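 active = primary screen inhibition at 20 µM above a set limit, cut at about 50% in these data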;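 note: plate controls were DMSO with full reaction for no effect and wells lacking NADH for full effect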
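Detection: fluorescence of resorufin formed from resazurin, Ex 544/Em 590 nm; test system: Clostridium kluyveri diaphorase enzyme; amount: 0.14 U/mL diaphorase, enzyme working solution; times: 16-min room-temperature incubation before reading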
G6PDH CS: inhibits Leuconostoc G6PDH, flagging false hits in G6PDH-based assays; 200,000 tested, 0.12% active; inhibition, % at 5 µM; Purified L. mesenteroides G6PDH, diaphorase/resazurin coupled fluorescence, 45 min; in the data active = inhibition above about 50%
TNAP inh no acc: inhibitors of human TNAP without phosphate acceptor. inhibition, % at 20 µM. 200,000 tested, 0.26% active. purified TNAP, CDP-star luminescence, 30 min;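 active = tissue-nonspecific alkaline phosphatase inhibition above about 50% at 20 µM in the single-dose screen, limit read from the data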;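 note: 0% = DMSO negative control and 100% = EDTA positive control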
PMI act hi M6P: activators of human phosphomannose isomerase at near-saturating mannose 6-phosphate; P34949; coupled PMI enzyme assay, resazurin fluorescence, 20 min; hits give high values; 1 = untreated enzyme, 0 = substrate-free blank; activation factor at 20 µM; 190,000 tested, 0.34% active;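 active = activation factor of 2 or more at 20 µM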
Target sequence (P34949 whole entry, looked up): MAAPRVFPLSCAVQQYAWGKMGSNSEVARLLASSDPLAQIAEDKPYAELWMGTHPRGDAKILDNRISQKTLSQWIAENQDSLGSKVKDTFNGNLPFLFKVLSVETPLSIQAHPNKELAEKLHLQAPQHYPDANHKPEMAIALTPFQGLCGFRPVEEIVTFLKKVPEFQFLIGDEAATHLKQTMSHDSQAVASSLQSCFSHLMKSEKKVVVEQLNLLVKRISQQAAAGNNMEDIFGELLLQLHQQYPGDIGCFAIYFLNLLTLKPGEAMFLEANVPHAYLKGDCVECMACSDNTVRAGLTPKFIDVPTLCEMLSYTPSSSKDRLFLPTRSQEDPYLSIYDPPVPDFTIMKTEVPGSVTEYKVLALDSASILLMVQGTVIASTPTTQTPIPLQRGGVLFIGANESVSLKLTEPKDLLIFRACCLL
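assay system = human phosphomannose isomerase with PGI, G6PDH, diaphorase coupling enzymes | quantity = 15 ng/mL PMI | incubation = enzyme reaction with compound 20 min at room temperature | medium = HEPES pH 7.4 buffer with MgCl2 and Tween-20 | compound dosing = one concentration, 20 µM, in 1% DMSO | measured by = Diaphorase-driven resazurin-to-resorufin fluorescence, excitation 544, emission 590 nm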
PMI activator: phosphomannose isomerase (human) activation; P34949; purified human PMI, coupled resazurin fluorescence, 20 min; hits give high values; 1 = vehicle control, 0 substrate-free wells; activation factor at 20 µM; 190,000 tested, 0.005% active;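 active = activation factor of 2 or more at 20 µM, relative to plate controls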
TNAP inh hi DEA: TNAP (human) inhibition, high acceptor. 200,000 tested, 0.03% active. inhibition, % at 20 µM. purified TNAP, CDP-star luminescence, 1 M DEA. P05186;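 active = over 50% inhibition of tissue-nonspecific alkaline phosphatase at 20 µM in the single-dose screen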;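 note: plate controls were DMSO wells for no effect and EDTA-quenched wells as full inhibition for full effect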
Diaph act CS: counter-screen for diaphorase-based assays: diaphorase activators and chemical reducers; Diaphorase/resazurin coupled assay, resorufin fluorescence, 16 min; hits give high values; 1 = vehicle wells, 0 = NADH-free wells; activation factor at 20 µM; 190,000 tested, 0.005% active; AID 1229;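 active = diaphorase activity raised at least twofold by the compound at 20 µM; inactive = activation factor below 2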
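Test system: Clostridium kluyveri diaphorase, purified enzyme. Buffer or medium: 50 mM HEPES pH 7.4 buffer plus MgCl2 and Tween 20. Also added: 0.114 mM NADH and 0.1 mM resazurin, final amounts. Dosing: compound 20 µM once, DMSO 1%. Schedule: 16 min enzyme reaction, ambient temperature. Detection: fluorescence of resorufin, 544 nm excitation, 590 nm emission.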
* hit, by the source's call.

entry | SMILES | TNAP act hi DEA | FLuc stim CS | Efa HMGR inh | Diaphorase inh | G6PDH CS
1 | Cc1cc(C)c2c(c1)NC(c1cc3c(cc1Br)OCO3)C1CC=CC21 (configuration not stated) | 1 | 1 | -3 | 16 | -6
2 | CCOc1cc(/C=N/NC(=O)Cn2nc([N+](=O)[O-])cc2C)cc(Br)c1OCc1ccccc1C | 1 | 1.1 | -1 | 1 | 2
3 | CCC(Sc1nc(C)cc(=O)[nH]1)C(=O)Nc1nc(-c2ccccc2)cs1 (configuration not stated) | 1.1 | 1 | -1 | 2 | 10
4 | COc1ccc(OCCC(=O)NC2=NCCS2)cc1 | 1.1 | 1 | 0 | -1 | 10
5 | CC(=O)c1cccc(NC(=O)CN(Cc2ccccc2)S(C)(=O)=O)c1 | 1 | 1.1 | 3 | 10 | 3
6 | O=C(O)c1cccc(NS(=O)(=O)c2ccc3nnn(O)c3c2)c1 | 1 | 1 | 5 | 24 | 17
7 | Cn1c(CN2CCCC2)nc2cc(NC(=O)COc3ccc(Cl)cc3)ccc21 | 1 | 1.1 | -12 | -3 | 1
8 | O=C(Cn1nc(C(=O)O)c2ccccc2c1=O)NCC1CCCO1 (configuration not stated) | 1 | 1.1 | 3 | 9 | -6
9 | Cc1ccc(N=C2SC(C(=O)O)CC(=O)N2C)cc1C (configuration not stated) | 1.1 | 1.1 | -5 | 21 | 13
10 | CCC(C)[C@H](NC(=O)NCc1ccc(S(N)(=O)=O)cc1)C(=O)OC (some centres not stated) | 1 | 1 | -12 | 3 | -2
11 | CCOC(=O)c1cc([N+](=O)[O-])sc1NC(=O)c1ccc(S(=O)(=O)N2CC3(C)CC2CC(C)(C)C3)cc1 (configuration not stated) | 0.8 | 1 | -1 | 7 | -2
12 | COc1ccccc1Cn1c(=S)[nH]c2cc(C(=O)NCc3cccnc3)ccc2c1=O | 1 | 1 | 3 | 11 | 7
13 | COC(=O)C1=C(C)OC(N)=C(C#N)C1c1ccccc1F (configuration not stated) | 1 | 1.1 | 3 | 18 | 6
14 | COC(=O)c1ccc(NC(=O)C(=O)N2CCN(C(=S)Nc3ccccc3OC)CC2)cc1 | 1 | 1 | -6 | 11 | 4
15 | O=C(Nc1ccc2oc(=O)ccc2c1)c1ccco1 | 1 | 0.9 | 1 | 18 | 8

entry | TNAP inh no acc | PMI act hi M6P | PMI activator | TNAP inh hi DEA | Diaph act CS
1 | -7 | 0.9 | 0.8 | 0 | 0.8
2 | -15 | 1 | 1 | -2 | 1
3 | -8 | 1 | 0.9 | -6 | 1
4 | -12 | 1 | 0.9 | -7 | 1
5 | -8 | 0.9 | 0.9 | -2 | 0.9
6 | -10 | 0.9 | 0.8 | -4 | 0.8
7 | -7 | 1 | 1 | 0 | 1
8 | -1 | 0.9 | 0.9 | -4 | 0.9
9 | -8 | 1 | 0.9 | -7 | 0.8
10 | -12 | 1.1 | 1.1 | -1 | 1
11 | 11 | 0.9 | 0.9 | 23 | 0.9
12 | -4 | 0.9 | 0.9 | -3 | 0.9
13 | -5 | 0.9 | 0.9 | 1 | 0.8
14 | -9 | 1 | 1 | -4 | 0.9
15 | -5 | 0.9 | 0.9 | -1 | 0.8

(continued)
entry | SMILES | TNAP act hi DEA | FLuc stim CS | Efa HMGR inh | Diaphorase inh | G6PDH CS
16 | CC(=O)Oc1ccc(C(=O)O)cc1OC(C)=O | 1 | 1 | 0 | 6 | 9
17 | O=C(CSc1nnc(-c2ccc(F)cc2)c2ccccc12)Nc1ccccc1 | 1 | 1 | 2 | 26 | -20
18 | S=C(NCCc1ccccc1)Nc1ccc(Nc2ccccc2)cc1 | 1.1 | 1.1 | -6 | 3 | 13
19 | CCn1nnnc1SCC(=O)Nc1nc2ccc(OC)cc2s1 | 1 | 0.9 | 1 | 1 | 1
20 | COc1cccc(/C=N/n2c(N)c(S(=O)(=O)c3cccs3)c3nc4ccccc4nc32)c1OC | 1.1 | 1 | -10 | -5 | -2
21 | CC(=O)NC(Cc1ccc(F)c(F)c1)C(=O)NC1CCN(c2nnnn2-c2ccccc2)CC1 (configuration not stated) | 1 | 1 | 1 | 0 | 10
22 | COc1ccc(C(=O)CSc2nc3ccccc3n2CC(=O)NC(C)(C)C)cc1 | 1.1 | 1 | -2 | 12 | -5
23 | C/C(=N/NS(=O)(=O)c1ccccc1)c1ccc(Cl)cc1 | 1 | 1 | -5 | 4 | 9
24 | O=C(CN1C2=NCCCN2c2ccccc21)c1ccc([N+](=O)[O-])cc1 | 1 | 1 | -7 | 2 | -6
25 | COc1ccc(OC)c(C(c2nnnn2C2CCCC2)N2CCN(c3ccccc3F)CC2)c1 (configuration not stated) | 1.1 | 1 | -5 | 28 | 6
26 | Cc1cc(C)c(S(=O)(=O)N2CCOC2CNC(=O)C(=O)NCc2cccnc2)c(C)c1 (configuration not stated) | 1 | 1.1 | -5 | 2 | 11
27 | Cc1nn(C)c(C)c1NC(=O)c1ccnn1C | 1 | 1 | -5 | 16 | 6
28 | Cc1ccc(C(=O)Oc2oc(-c3ccccc3)nc2C=Nc2ccc(N(C)C)cc2)cc1 | 1.1 | 0.7 | -6 | -11 | 9
29 | CCN1CCN(C(c2ccccc2)c2nnnn2Cc2ccc(OC)cc2)CC1 (configuration not stated) | 1 | 1 | -6 | 3 | 8
30 | COC(=O)c1ccc(CSc2nnnn2Cc2ccccc2)cc1 | 1 | 1 | 0 | 16 | 4

entry | TNAP inh no acc | PMI act hi M6P | PMI activator | TNAP inh hi DEA | Diaph act CS
16 | 5 | 1.2 | 1.1 | 1 | 0.9
17 | 2 | 0.8 | 0.8 | 2 | 0.7
18 | -9 | 1 | 0.9 | -8 | 1
19 | -8 | 1.1 | 1 | -1 | 1
20 | -7 | 1 | 1 | -6 | 1
21 | -8 | 1 | 1 | -1 | 1
22 | -19 | 1 | 1 | -14 | 0.9
23 | -4 | 1 | 1 | 1 | 1
24 | -2 | 1.1 | 1.3 | 4 | 1
25 | -15 | 1 | 0.9 | -7 | 0.7
26 | -9 | 1.1 | 1.1 | -5 | 1
27 | -2 | 0.9 | 0.9 | -1 | 0.8
28 | 4 | 1.1 | 1.2 | -7 | 1.1
29 | -3 | 1 | 1 | 0 | 1
30 | -4 | 0.8 | 0.8 | 2 | 0.8

Continued.
entry | SMILES | TNAP act hi DEA | FLuc stim CS | Efa HMGR inh | Diaphorase inh | G6PDH CS
31 | Cc1ccc(-n2c(=O)c3ccc(C(=O)NCc4ccco4)cc3n(Cc3ccccc3C#N)c2=O)cc1 | 1 | 1 | -4 | 1 | -18
32 | COc1ccccc1-c1nc2n(n1)C(c1cccs1)C(C(=O)Nc1cccnc1)=C(C)N2 (configuration not stated) | 1 | 1 | -1 | 26 | -20
33 | C/C(=N\NC(=O)c1ccccc1[N+](=O)[O-])c1ccc(Br)s1 | 1 | 1.1 | 2 | 7 | -2
34 | O=C(/C=C/c1ccccc1)OCc1cnc(Cl)s1 | 1.1 | 1.1 | -3 | 5 | -2
35 | Cc1ccc(NC(=O)COc2ccc3oc4c(c3c2)CCCC4)nc1 | 1 | 1 | -4 | -2 | 17
36 | CN1c2ccccc2C(O)=C(C(=O)Nc2ccccc2)S1(=O)=O | 1 | 1 | -6 | 20 | 11
37 | COc1ccc(OC)c(NS(=O)(=O)c2ccc(Br)s2)c1 | 1 | 1 | 0 | 11 | 2
38 | C=CCn1c(SCC(=O)NCC(=O)OCC)nnc1-c1ccccn1 | 1 | 1.1 | -2 | 6 | 3
39 | CCOC(=O)c1ccc(N=c2sc(C(=O)OC)cc(=O)n2CCCN2CCOCC2)cc1 | 1.1 | 1.1 | -7 | 17 | 8
40 | COc1ccc(CNC(=O)/C(C)=C\C(=O)O)cc1 | 1 | 1 | -5 | 14 | 11
41 | O=C(Nc1ccc(Br)cc1)c1cccn1-c1ncc(C(F)(F)F)cc1Cl | 1 | 1 | -4 | 19 | 0
42 | Cn1cnc([N+](=O)[O-])c1Sc1ccc(Br)cc1 | 1 | 1 | -2 | 6 | -3
43 | O=C1Nc2ccccc2C(=O)N2CCCCC12 (configuration not stated) | 1.1 | 1 | -6 | 17 | 4
44 | COc1c(O)ccc2cnn(-c3ccccc3C)c(=O)c12 | 1.1 | 1.1 | -2 | 18 | 0
45 | O=C(NCc1ccco1)c1ccc(Cn2c(=O)c3ccccc3n(Cc3cccc(Cl)c3)c2=O)cc1 | 1 | 1.1 | -2 | 9 | 5

entry | TNAP inh no acc | PMI act hi M6P | PMI activator | TNAP inh hi DEA | Diaph act CS
31 | -3 | 0.9 | 1 | 5 | 1
32 | -9 | 0.8 | 0.8 | -2 | 0.7
33 | -14 | 0.9 | 1 | -4 | 0.9
34 | -8 | 1 | 1 | -7 | 1
35 | -7 | 1 | 1 | -4 | 1
36 | -8 | 0.6 | 0.8 | 0 | 0.8
37 | -4 | 0.9 | 1 | -4 | 0.9
38 | -9 | 1 | 1 | -1 | 0.9
39 | -12 | 0.9 | 1 | -7 | 0.8
40 | -12 | 0.9 | 0.9 | -3 | 0.9
41 | -3 | 0.8 | 0.8 | 1 | 0.8
42 | -7 | 0.9 | 1 | -1 | 0.9
43 | -12 | 0.7 | 0.9 | -7 | 0.8
44 | -10 | 0.9 | 1 | -10 | 0.8
45 | -16 | 0.9 | 0.9 | -2 | 0.9

Part of the list above in a different format.
41	O=C(Nc1ccc(Br)cc1)c1cccn1-c1ncc(C(F)(F)F)cc1Cl
42	Cn1cnc([N+](=O)[O-])c1Sc1ccc(Br)cc1
43	O=C1Nc2ccccc2C(=O)N2CCCCC12 (configuration not stated)

screen / no. | 41 | 42 | 43
TNAP act hi DEA | 1 | 1 | 1.1
FLuc stim CS | 1 | 1 | 1
Efa HMGR inh | -4 | -2 | -6
Diaphorase inh | 19 | 6 | 17
G6PDH CS | 0 | -3 | 4
TNAP inh no acc | -3 | -7 | -12
PMI act hi M6P | 0.8 | 0.9 | 0.7
PMI activator | 0.8 | 1 | 0.9
TNAP inh hi DEA | 1 | -1 | -7
Diaph act CS | 0.8 | 0.9 | 0.8
